# PglD DTNB: inhibitors of Campylobacter jejuni PglD acetyltransferase. actives 0.098% (n = 360,000). inhibition, % at 12.5 µM. AID 602405. purified PglD enzyme, DTNB colorimetric CoA detection; in the data active = inhibition above about 16%, passing the limit was not always enough; note: strong numbers were not always called active
# Cneo AK release: Cryptococcus neoformans lysis via adenylate kinase release; C. neoformans lysis, adenylate kinase release luminescence, 4 h; normalised: neutral wells 0, clomiphene wells 100; lysis activity, % at 15 µM; actives 0.2% (n = 360,000);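 active = mean lysis activity across replicates of at least 80%, whatever share of replicates individually reach that level; inactive = mean lysis activity below 80%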
#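 Assay system: log-phase C. neoformans yeast / Quantity: yeast cell density of 5 × 10^6 cells/mL / Medium: fresh YPD growth medium / Compound: single dose / Timing: static 4 h at 37 °C with compound, 1 h detection / Measured by: adenylate kinase release luminescence / Read-out: lysis from increased AK signal / Benchmarks: Clomiphene as positive lysis control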
# PGC1a acetyl inh: modulators of PGC1a acetylation | inhibition, % at 15.6 µM | actives 0.17% (n = 350,000) | U2OS PGC1a acetylation, AlphaScreen anti-acetyl-lysine; with virally co-expressed GCN5 acetyltransferase;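 active = every replicate shows inhibition of at least 40%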;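 note: 0% = neutral control wells and 100% = positive control wells; some results beyond the cut were filed as inactive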
# FN deposition inh: fibronectin deposition inhibition; actives 0.086% (n = 350,000); inhibition, % at 12.6 µM; AH1F fibroblasts, Alexa488-fibronectin deposition fluorescence, overnight;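 active = mean inhibition across replicates of 30% or more, regardless of how many single replicates reach that level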;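 note: positive control wells lacked labelled fibronectin entirely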
#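 Assay system: AH1F fibroblast monolayer, labelled fibronectin deposition. Amount: 10000 cells per well. Also added: labelled fibronectin 24 nM. Compound: single-point pinned compound. Incubation: cell attachment 1 h, compound and FN exposure overnight. Detection: fluorescence after three HBSS washes, excitation 485 nm, emission 525 nm. Read-out: inhibition of fibronectin deposition signal.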
# Statin myotox sup: protects C2C12 myotubes from simvastatin toxicity; rescue of ATP level, % at 7.49 µM; AID 602340; actives 0.78% (n = 330,000); ATP luminescence, 48 h; scaled: DMSO 0, geranylgeraniol control 100;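 active = mean ATP rescue above about 67%, or every replicate alone reaching that limit, limit read from the data, passing the limit was not always enough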;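 note: myotubes were challenged with 10 µM simvastatin during compound exposure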
# CFTR F508del cor: correctors of CFTR F508del function in bronchial epithelial cells | CFBE cells, YFP halide quenching; stimulated with forskolin plus potentiator P3; % fluorescence drop versus neutral controls | activity (quench increase), % at 7.58 µM | actives 0.36% (n = 350,000);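 active = mean added fluorescence quench of at least 8% versus neutral control, with both replicates also reaching 8%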;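 note: cells transiently co-express mutant CFTR-F508del with the halide-sensitive YFP; corrector assay measuring rescue of mutant channel to the surface after 24 h compound exposure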
# GSIS activator: GLuc luminescence reporter in INS-1E cells, primary screen for activators of glucose-dependent secretion of insulin; INS-1E GLuc reporter insulin secretion, 2-3 h; activation, % at 16.6 µM; actives 0.61% (n = 370,000); AID 743287;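 active = lowest replicate activation of at least 40%, so every replicate reaches that level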;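 note: 0% = median of neutral control wells and 100% = median of IBMX positive control wells; some compounds called inactive have numbers as strong as hits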
# miR122 inh: inhibitors of miR-122 in Huh7 cells | AID 602342 | actives 0.3% (n = 340,000) | activation (reporter increase), % at 12.5 µM | Huh7 miR-122 Renilla luciferase sensor, 48 h; neutral wells = 0, positive control = 100;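 active = mean replicate activation score at least 90 and every replicate individually at or above 90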;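 note: higher luciferase means less miR-122 activity so hits act as miR-122 inhibitors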
# An asterisk follows results filed as active; / = not tested or not shown; [ ] = remark or other dose.
SMILES	PglD DTNB	Cneo AK release	PGC1a acetyl inh	FN deposition inh	Statin myotox sup	CFTR F508del cor	GSIS activator	miR122 inh
O=C(NCCc1ccc(F)cc1)Nc1ccccc1	1	0	-4	5	-8	0.8	2	-2
C/C=C/c1ccc(C2[C@@H]3CN(S(=O)(=O)c4ccccc4F)C[C@H]2N3)cc1 (stereo partly drawn)	/	/	3	-6	/	-3.7	-2	/
CCOCCCn1c(=N)c(S(=O)(=O)c2ccc(C)cc2)cc2c(=O)n3cc(C)ccc3nc21	1	-1	-1	12	-11	4.7	35	-4
CCOC(=O)c1cn(CC(=O)Nc2ccc(CC)cc2)nn1	3	1	/	9	-4	/	/	2
CN(C)S(=O)(=O)c1cccc(NC(=O)COC(=O)CCOc2ccccc2)c1	/	-5	0	10	8	-2.0	6	-16
N#CC(/C(=N/S(=O)(=O)c1cccs1)c1ccccc1)c1nc2ccccc2[nH]1 (stereo not drawn)	-2	-1	-9	9	-34	/	-19	10
CCOC(=O)Cn1nnnc1CN(CCc1ccccc1)Cc1cc2cc(CC)ccc2[nH]c1=O	/	-5	5	4	-14	/	-26	1
COc1ccc2[nH]cc(CCN=C3SCC(=O)N3C)c2c1	1	0	/	-5	/	/	25	-7

# Single records (already shown).
# CCOC(=O)Cn1nnnc1CN(CCc1ccccc1)Cc1cc2cc(CC)ccc2[nH]c1=O is entered as PglD DTNB: /; Cneo AK release: -5; PGC1a acetyl inh: 5; FN deposition inh: 4; Statin myotox sup: -14; CFTR F508del cor: /; GSIS activator: -26; miR122 inh: 1
# C/C=C/c1ccc(C2[C@@H]3CN(S(=O)(=O)c4ccccc4F)C[C@H]2N3)cc1 (stereo partly drawn) is entered as PglD DTNB: /; Cneo AK release: /; PGC1a acetyl inh: 3; FN deposition inh: -6; Statin myotox sup: /; CFTR F508del cor: -3.7; GSIS activator: -2; miR122 inh: /

# (list continues)
SMILES	PglD DTNB	Cneo AK release	PGC1a acetyl inh	FN deposition inh	Statin myotox sup	CFTR F508del cor	GSIS activator	miR122 inh
O=S(=O)(NCCc1cccs1)c1ccc(Br)cc1	-3	1	/	-2	9	-0.2	18	/
Cc1oc(C(=O)O)cc1COc1ccccc1Cl	4	-1	-8	-2	2	/	/	1
O=C1CCC(=O)N1c1nc2nc(-c3ccccc3)cc(=O)n2[nH]1	-3	28	-12	/	0	/	6	-9
Cc1cccc(NC(=O)Nc2ccc3c(c2)C(=O)N(C)[C@H]2CC[C@H](CC(=O)NCc4ccccc4Cl)O[C@@H]2CO3)c1	-2	-2	-1	-14	-12	3.7	0	-8[16.7 µM]
O=C(C[C@@H]1CC[C@@H]2[C@H](COC[C@H](O)CN2Cc2cccc(F)c2)O1)NCCc1ccncc1	1	0	-2	12	10	0.2	4	3[16.7 µM]
Cc1cc([N+](=O)[O-])nn1CCCC(=O)Nc1cc(Cl)ccc1Cl	-1	-4	-17	3	2	0.4	-1	-3
CCCNc1[nH]c(=O)n(C)c(=O)c1N=O	-1	0	1	/	10	/	/	4
COC(=O)COc1ccc(S(=O)(=O)N2CCc3ccccc3C2)cc1C	4	0	-3	/	1	/	-3	1
COc1cc(C)c(CN2CCN(C(=O)CCC(=O)c3ccc(C)s3)CC2)cc1OC	-1	1	/	-8	4	-0.1	-8	0
O=C(Nc1c(S(=O)(=O)c2ccc(Cl)cc2)csc1Br)c1ccccc1Cl	5	0	-2	17	/	1.2	-6	4
COc1ccc(-c2nc(-c3ccccc3)c(-c3cc([N+](=O)[O-])ccc3C)[nH]2)cc1O	-4	-1	-4	/	-33	/	/	-18
O=C(N[C@@H]1CC[C@H](CCNS(=O)(=O)c2ccc(Cl)cc2)O[C@@H]1CO)c1cccc(F)c1	5	-3	-9	/	-2	-1.5	-5	/
CC(C)Oc1cccc(C(=O)C2CCCN(C(=O)c3ccc4c(c3)OCO4)C2)c1 (stereo not drawn)	/	/	-12	-1	1	-0.8	-14	-9
CN(C)S(=O)(=O)c1ccc(C(=O)Oc2cc(=O)[nH]c3ccccc23)cc1	6	-3	16	/	19	/	17	4
COC(=O)c1ccc(SCc2cnc(Cl)s2)cc1	-4	-4	/	/	-3	/	-2	-7
O=C(O)CC1(C(=O)O)CCCC1	-1	-1	/	12	1	-2.0	23	-8
COc1ccc(S(=O)(=O)N[C@H]2CC[C@@H](CCn3cc(-c4ccccc4F)nn3)O[C@@H]2CO)cc1	2	-1	-16	14	5	3.6	-10	/
COc1ccccc1N1CCN(C(=O)c2noc(C(C)C)c2[N+](=O)[O-])CC1	3	0	9	/	-15	/	/	7
COc1ccc(-c2cnc(C(O)c3ccc(OC)c(F)c3)[nH]2)cc1 (stereo not drawn)	2	-1	3	-7	6	2.7	3	-3
CCOc1ccc2nc(N(CCN(C)C)C(=O)c3ccc4ccccc4c3)sc2c1	-6	0	-2	7	26	1.1	-61	-1
C#CC[N+](C)(C)CC#Cc1ccccc1	/	/	-7	-13	/	1.9	29	/
C=CCSc1nnc(NC(=O)COc2ccc3ccccc3c2)s1	-5	7	-1	/	26	1.0	6	/
COc1ccc(NC(=O)COC(=O)c2ccco2)c([N+](=O)[O-])c1	-5	-1	-6	-7	-5	/	4	-7
Cc1ccc(S(=O)(=O)c2c(N)n(/N=C/c3ccco3)c3nc4ccccc4nc23)cc1C	0	3	-28	/	23	/	/	6
CNC[C@H]1Oc2cc(C#CCC(C)C)ccc2S(=O)(=O)N([C@@H](C)CO)C[C@@H]1C	0	9	-17	14	-35	-5.5	-10	7[16.7 µM]
NC(=O)CC(NC(=O)Cc1ccc(Cl)cc1)c1ccc(NCCCN2CCCC2=O)c([N+](=O)[O-])c1 (stereo not drawn)	-1	-3	/	16	-5	2.0	/	/
O=C(C1CCCCC1)N1C[C@H](n2cc(-c3ccc(F)cc3)nn2)[C@@H](O)C[C@@H]1c1ccc(Cl)cc1	3	-1	-18	5	11	-3.2	-13	-10
O=C(Nc1ccc(NC(=O)c2cccs2)cc1)c1ccco1	0	-1	-3	4	-38	/	/	2
COc1ccc(NC(=O)CN(C)C2=NS(=O)(=O)c3ccccc32)cc1Cl	-3	-4	6	-4	-5	0.2	/	/
O=c1cc(-c2ccco2)nc(SCc2cccc(Cl)c2)[nH]1	-3	3	-8	11	1	-2.2	-14	12
O=C(NCc1cccnc1)NC1(C(F)(F)F)Oc2ccccc2O1	5	-1	-10	/	-18	/	-1	-4
O=C(CNC(=O)c1ccccc1)NC1(C(=O)NC2CCCCC2)CCCCC1	-3	1	10	-9	/	-0.8	-2	/
CCOC(=O)CSc1nnc(-c2ccccc2)c(-c2ccccc2)n1	-2	-8	-1	-3	-1	-0.1	5	-9
Cc1nc(CCN2C(=O)c3ccccc3C2=O)cs1	-5	-1	2	-6	-16	/	/	-9
C[C@H]1CN([C@@H](C)CO)C(=O)c2cccc(NC(=O)C3CCOCC3)c2O[C@@H]1CN(C)Cc1ccc(-c2ccccc2)cc1	0	0	-3	/	13	-0.8	-12	4[16.7 µM]
CCC(=O)N1[C@H](C(=O)NCc2ccc(F)cc2)[C@@H](CO)[C@@H]2Cn3c(ccc(C4=CCCC4)c3=O)[C@@H]21	-3	3	/	/	9	1.0	11	-3[16.7 µM]
N#Cc1ccccc1NC(=O)CSc1nnc(-c2ccncc2)o1	-1	-1	3	0	1	0.9	3	3
COc1cccc(CNC(=O)CCC2CCCN(C(=O)c3cccc(Cl)c3)C2)c1 (stereo not drawn)	2	-2	/	-5	3	3.6	-23	-9
c1ccc2c(c1)Nc1cc3ccccc3cc1O2	2	0	1	-8	14	-3.6	9	/
COc1ccccc1Nc1nnc(SCC(=O)NC2CC2)s1	-4	0	/	-2	1	-2.5	-7	/
O=C(C1CCCN(Cc2ccccc2[N+](=O)[O-])C1)N1CCCC1 (stereo not drawn)	1	-3	3	2	10	0.9	11	-4
COc1cc(S(=O)(=O)N2CCCCCC2)ccc1Cl	-7	-3	-3	2	100*	/	/	36
Cc1ccc(-c2nc3cc(C)c(Br)c(C)n3c2CC(C)(C)C)cc1	2	0	8	6	26	0.0	6	5
O=C(NCCN1CCN(S(=O)(=O)c2ccc(F)cc2)CC1)C(=O)NCc1ccccc1	-4	2	-1	-5	37	1.4	15	-4
CN1CCN(S(=O)(=O)c2ccc(F)cc2)CC1	6	17	-1	7	1	0.9	-4	-1
O=C(COC(=O)c1cc(S(=O)(=O)N2CCOCC2)ccc1F)NCc1ccc2c(c1)OCO2	-1	1	10	0	11	-1.1	-12	0
COc1ccc(/C=N/OCC(=O)N2CCCC2)c(OC)c1	/	/	4	3	/	-2.0	-12	/
O=C1C(=Cc2cccn2-c2ccccc2)C(=O)c2ccccc21	6	2	/	4	/	/	72*	8
N/C(=N\OC(=O)COc1ccc2ccccc2c1Br)c1ccccn1	0	0	/	2	11	-3.7	10	26
COC(=O)c1ccc(Cl)c(NC(=O)c2cccc([N+](=O)[O-])c2C)c1	1	1	-1	0	-4	-1.7	6	/
CCOC(=O)N1CCN(Cc2nc(N)nc(Nc3ccc(Oc4ccccc4)cc3)n2)CC1	2	-4	5	/	17	/	/	-14
N#C/C(C(=O)N1CCOCC1)=c1/s/c(=C\c2ccccn2)c(=O)n1-c1ccccc1	/	/	11	2	/	1.0	4	/
O=C(C[C@@H]1CC[C@H]2[C@@H](COC[C@@H](O)CN2S(=O)(=O)c2cccc(Cl)c2)O1)NCCCN1CCOCC1	1	-2	-8	-3	-16	0.2	1	0[16.7 µM]
Cc1cc(=O)oc2c(N)c(O)ccc12	1	2	1	-6	-6	-0.1	13	-2
Cc1ccc(NC(=O)c2ccc3ccccc3n2)cc1S(=O)(=O)N1CCOCC1	7	1	/	0	-2	0.9	5	-10
CC(C)OCCCn1c(SC(C)C(=O)NC2CC2)nc2ccccc2c1=O (stereo not drawn)	-1	1	/	1	-7	1.6	-3	6

# Following part
SMILES	PglD DTNB	Cneo AK release	PGC1a acetyl inh	FN deposition inh	Statin myotox sup	CFTR F508del cor	GSIS activator	miR122 inh
CCn1c(CN2CCOCC2)nnc1SCC(=O)Nc1ccccc1Cl	-4	-3	/	1	4	-0.9	119	/
Cc1cccc(OCCCCN2CCNCC2)c1	2	0	/	1	19	/	2	-2
CNC(=S)N1CCN(c2nc(-c3ccc(Cl)cc3)cs2)CC1	2	0	/	0	-4	2.0	-2	/
CN1CCN(C(=O)c2ccc(C3SCC(=O)N3Cc3ccco3)cc2)CC1 (stereo not drawn)	-1	0	3	/	2	/	/	7
CCOc1ccccc1C(=O)N1CCOCC1	-1	-1	-7	3	3	/	/	-3
O=[N+]([O-])C1C(c2ccccc2)=NOC1c1ccccc1O (stereo not drawn)	-2	1	/	-4	8	-0.7	-10	0
C[C@@H]1CN([C@H](C)CO)C(=O)Cc2cc(NC(=O)Cc3cn(C)c4ccccc34)ccc2O[C@H]1CN(C)CC1CCCCC1	1	-1	6	-5	44	0.2	-4	-1[16.7 µM]
O=C(COC(=O)[C@@H]1CC(O)CN1S(=O)(=O)c1ccc(Cl)c(Cl)c1)NC(=O)NCc1ccccc1 (stereo partly drawn)	-3	-1	-7	3	9	3.1	-36	5
O=C(NCc1ccccc1)c1onc(CSc2ccccc2)c1C(=O)NCc1ccccc1	-3	5	6	8	17	-3.4	3	6
COc1ccc(Cl)cc1NC(=S)N(CCN1CCOCC1)C1CCN(C(C)=O)CC1	-1	4	0	7	6	1.1	10	-2

# Screening data as filed in PubChem.
